Pf Dd2 inh: inhibitors of Plasmodium falciparum Dd2 growth; P. falciparum Dd2 growth, SYBR Green, 72 h; AID 1347417; Potency, µM (highest dose often 28.9 µM), without a hit: at the top dose activity, negative = inhibition, actives largely listed as inhibitors; hit rate 4.3% among 120,000; active = well fitted inhibition curve with a large enough effect; inconclusive = small, poorly fitted or top-dose-only effect; inactive = no such curve, though single readings can be large or run the other way;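 also: plate controls were DMSO vehicle for no effect and reference drug for full effect; nearly all actives have a fitted effect of over 65% in size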
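Infected erythrocytes (Dd2, 0.3% parasitemia, 2.5% hematocrit final) are added to compound in RPMI-1640/Albumax II medium, grown 72 h at 37C in low oxygen, then lysed with saponin/Triton-X containing SYBR Green and read by fluorescence.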
An asterisk follows results filed as active; i = inactive; ? = inconclusive; [ ] = dose if it differs, or a comment. Potency is read from the fitted curve at half-maximal effect.

SMILES	Pf Dd2 inh
COc1ccc(NC(=O)c2ccc3c(c2)N(C(=O)c2ccc(F)cc2)CC3)cc1	?
COc1ccc(CN[C@H]2[C@H](O)[C@@H](N3CCN(c4ccccc4OC)CC3)[C@@H]3OC[C@H]2O3)cc1	?
COc1ccc(-c2noc(N3CCC(C(=O)N4CCN(c5ccccc5OC)CC4)CC3)n2)cc1	?
Cn1nc(-c2ccc(C(=O)Nc3cccc(C(F)(F)F)c3)cc2)c2ccccc2c1=O	3%
O=C1N(C2CCNCC2)C(c2ccccc2)C12CCCCC2 (stereo unspecified)	i
CC1CCN(C(=O)c2ccc(CN3C(=O)NC4(CCS(=O)(=O)CC4)C3=O)cc2)CC1	-22%
Cc1ccc2c(C(=O)O)cc(NC(=O)C(C)C)cc2n1	24%
COc1cc2c(cc1OCC1CC1)NC(=O)C21CCN(c2cnccn2)CC1	?
CCN(Cc1ccncc1)C(=O)c1cc(-c2cnc(C)nc2)nc2c(C)cccc12	-21%
COc1ccc(NC(=O)c2oc3ccccc3c2NC(=O)C2CCCCC2)c(OC)c1	35%[activator]
CC(C)c1ccc(CN2CCCC3(CCN(C(=O)c4ccsc4)C3)C2)cc1 (stereo unspecified)	?
O=C(c1ccco1)N1CC2CC(C1)[C@H]1CCCC(=O)N1C2 (stereo partly specified)	-5%
COc1ccc2[nH]cc(CCNC(=O)CC3=C4CCCCC4N(C)C3=O)c2c1 (stereo unspecified)	i
COc1ccc(-c2nc(-c3ccccc3)nc3c2CN(C(=O)Cc2cccc(Cl)c2)CC3)cc1	?
Cn1ccc2c(C(=O)NCc3cccnc3)nc(-c3ccccc3C(F)(F)F)cc21	?
CCOC(=O)CSC1=Nc2ccccc2C2=NC(CCC(=O)NCc3ccc(OC)cc3)C(=O)N12 (stereo unspecified)	0%
CCOc1cccc2cc(-c3nc4sc5c(c4c(=O)[nH]3)CCC(C)C5)c(=O)oc12 (stereo unspecified)	1%
Cc1ccc(S(=O)(=O)c2nc(-c3cccs3)oc2N2CCC(C)CC2)cc1	?
COc1ccc(C(=O)Nc2nnc(S(=O)(=O)N3CCCc4ccccc43)s2)cc1	25%
Cc1ccc(CN2CCC3(CC2)CNc2ccccc2[S+](=O)([O-])N3)cc1	?
COc1ccc(C(=O)N2CC[C@@](O)(C3CCOCC3)[C@H](C)C2)o1	5%
CCOc1cc(=O)n2c(c1C(=O)Nc1cccc(OC)c1)CCCC2	i
CCOc1ccc(NS(=O)(=O)c2c(C)nc3sc(C)c(C)n3c2=O)cc1	-11%
Cc1oc2ccn(Cc3ccccc3F)c(=O)c2c1C(=O)NC(C)c1ccccc1 (stereo unspecified)	-10%
COc1ccc(NC(=O)N2CCc3c(C(=O)N(C)Cc4ccco4)cccc32)cc1	-15%
More records:
SMILES	Pf Dd2 inh
Cc1ccc(CN(C(=O)c2ccc(C(C)(C)C)cc2)c2ccccn2)o1	-4%
COCCN1CC(CO)C2(CCN(Cc3cccc(OC)n3)CC2)C1 (stereo unspecified)	i
Cc1cc(F)ccc1OC1CN(Cc2cccnc2)C1	6.3µM*
CCn1cc(C(=O)N2C[C@@H](COC)[C@H](c3ccccn3)C2)cn1	?
OCC1(Cc2ccc(Cl)cc2)CCNCC1	-19%
COc1ccc(C(=O)N2CCCn3cc(-c4ccccc4F)nc32)cn1	?
COc1ccc(C(=O)N[C@@H]2CN(Cc3ccccn3)C[C@H]2CN(C)C)cc1F	-5%
O=C(c1ccc[nH]1)N1CCN(C(=O)c2nnn3c2COC(c2ccc(Cl)cc2)C3)CC1 (stereo unspecified)	0%
COCc1noc([C@@H]2CN(C3CNC3)C[C@H]2C(N)=O)n1	10%
COc1ccc2ccccc2c1CNC1CCN(c2ccc(C(=O)N3CCOCC3)cc2)CC1	?
CC(C)c1ccc(CC(=O)N2CCCc3ncc(C(=O)NCCN4CCCC4)cc32)cc1	-7%[44.1 µM]
Cc1ccc(C)c(N2CCN(CCCNC(=O)Nc3cc(Cl)ccc3C)CC2)c1	?
N#Cc1ccc(C(=O)NCC(=O)N2CCCCCCNC(=O)CC2c2ccccc2)cc1 (stereo unspecified)	?
COC(=O)[C@@H](C)NC(=O)[C@H]1CN(C(=O)c2ccc(N(C)C)cc2)CCN1S(C)(=O)=O	28%
Cc1c(F)cccc1NC(=O)N1CCC(N2CC3CC(C2)[C@H]2CCCC(=O)N2C3)CC1 (stereo partly specified)	2%
O=C(c1ccncc1)N1CCC(N2C(=O)C(OCC3CC3)C23CCOCC3)CC1 (stereo unspecified)	20%
Cc1nc2ccc(C(=O)N3CCCC(C)(Cc4ccc5c(c4)OCO5)C3)cc2o1 (stereo unspecified)	-11%
CN1CCC2(CC1)Cc1ccccc1CN(C(=O)c1cccc(Cl)c1)C2	?
CCCc1cc(C(=O)N(C)CCOc2ccccc2CC)n(C)n1	-25%
COc1ccc2nc3n(c2c1)[C@@H](CNCc1ccc(S(C)(=O)=O)cc1)COC3	-16%[44.1 µM]
CCN(CC)C(=O)c1sc2c(c1C)c(=O)n(Cc1ccccc1)c(=O)n2Cc1ccc(Cl)cc1	?
Cc1nc(NCCN2CCOC2=O)c2sccc2n1	10%
O=C(CCC1CCN(c2cc(NC3CC3)ncn2)CC1)NCc1ccccc1Cl	?
COCCn1c(CN2C(=O)CCc3ccccc32)nnc1C1CC(N)C1 (stereo unspecified)	-2%
CCOC(=O)c1cc(-c2ccccc2)n(-c2cccc(C(=O)Nc3cccc(C)c3)c2)c1C	11µM*
Other compounds
SMILES	Pf Dd2 inh
Cc1ccc(C(=O)N2CCCN(S(C)(=O)=O)C(c3ccccc3)CC(=O)NCC2)cn1 (stereo unspecified)	-9%
Cc1cccc(OC(C)C(=O)N2CCC(c3nc4ccccc4o3)CC2)c1C (stereo unspecified)	-2%
COc1ccc(C2CC(=O)Nc3c2c(C)nn3-c2nncc(-c3ccc(C)cc3)n2)c(OC)c1OC (stereo unspecified)	-27%
COc1ccc(CCC(=O)N2CCC[C@H]2c2nc(-c3ccc(OC)cc3)no2)cc1	?
O=C(CCc1nc2cccnc2n1Cc1cccs1)Nc1cccc(Cl)c1	11µM*
Cc1ccc(NC(=O)N2CCC(CCNC(=O)c3sccc3C)CC2)cc1	?
COc1ccc(C(=O)N2CCCCCCNC(=O)[C@@H]3C[C@@H](c4nc(-c5cnccn5)no4)C[C@@H]32)cc1	i
COCc1cc(C[C@@H]2CC[C@H](O)[C@@H](CNCc3ccc(F)cc3)O2)no1	?
OC1(c2csc(CN3CCOCC3)n2)CCN(CC2CC2)CC1	27%[44.1 µM]
COc1ccc(OC)c(NC(=O)C2CCN(c3cc(C(F)(F)F)ncn3)CC2)c1	i
CC(C)c1ccc(OC(=O)c2cc(-c3ccccc3)on2)cc1	10%
CN(Cc1ccccc1)c1ccc(-c2nc(-c3ccncc3)no2)cc1[N+](=O)[O-]	?
CCCc1noc(-c2ccn3c(CNC(=O)c4cccnc4)nnc3c2)n1	-25%
O=C(N[C@@H]1C[C@H](Cn2cc(C3CC3)nn2)[C@@H](O)[C@H]1O)C1CCOCC1	6%[44.1 µM]
O=C(N1CCCC(c2nn[nH]n2)C1)C1(c2ccccc2)CC1 (stereo unspecified)	-6%
Cc1cc(C)cc(NC(=O)c2cc(S(=O)(=O)N3CCCC3)ccc2F)c1	?
COc1ccc(NC(=O)CC2C(=O)N(c3ccc(C)cc3)C(=O)N2C2CCCCC2)cc1 (stereo unspecified)	-1%
Cc1ccc(CN2C(=O)NC3(CCCN(C(=O)c4cccc(C)c4)C3)C2=O)cc1 (stereo unspecified)	31%[activator]
O=C(c1cncc(Br)c1)N1CCC2(CC1)CC(O)CCO2 (stereo unspecified)	13%
Cc1csc2nc(COC(=O)c3ccccc3NC(=O)c3cccc(Br)c3)cc(=O)n12	i
O=C(Nc1ccc2nc(SCC(=O)N3CCc4ccccc43)sc2c1)c1ccc(F)cc1	?
Cc1ccc(CSC2=Nc3ccccc3C3=NC(CC(=O)NCc4cccs4)C(=O)N23)c(C)c1 (stereo unspecified)	13%
Cc1cccc(O[C@H]2COCCN(Cc3ccccn3)C2)n1	?
CCc1nn2c(=O)cc(COC(=O)c3ccc(NC(=O)COc4ccccc4C)cc3)nc2s1	i
COc1ccc(-n2c(=O)c3c4c(sc3n(C)c2=O)CN(C(C)=O)CC4)cc1	37%[activator]
(list continues)
SMILES	Pf Dd2 inh
O=C(NC1CC1)C1CN(Cc2ccccc2)C(=O)N1 (stereo unspecified)	15%[44.1 µM]
CN(Cc1cncs1)Cc1ccccc1C(F)(F)F	?
O=C(c1ccccc1F)N1CCC2(CC1)NC(=O)N(Cc1ccc(F)cc1)C2=O	-5%
COCCN1C(=O)CCc2cc(NC(=O)c3ccc(C)cc3C)ccc21	i
CCn1cc(C(=O)NCc2ccccc2)c(=O)c2cc(S(=O)(=O)N3CCOCC3)ccc21	-18%
O=C1CC2(CCN(Cc3cccc(O)c3)CC2)CN1Cc1ccc(F)c(F)c1	?
CCN1CCC(N2CCCC(N3CCN(c4cccc(Cl)c4)CC3)C2)CC1 (stereo unspecified)	?
O=C1C2=C(Nc3ccccc3SC2c2ccc(Cl)c(Cl)c2)c2ccccc21 (stereo unspecified)	3.5µM*
O=C(C1CCCN(S(=O)(=O)c2cccs2)C1)N1CCN(c2ccccc2F)CC1 (stereo unspecified)	-14%
CN(C)c1ncc2c(n1)C(C)(C(=O)Nc1ccccc1F)CCC2 (stereo unspecified)	-29%[44.1 µM]
COc1ccc(NC(=O)NC[C@H]2O[C@@H]3C[C@@H](CC(=O)N4CCC(F)(F)C4)O[C@@H]3[C@@H]2O)cc1	4%
COc1ccccc1OCC(=O)c1ccc2c(c1)N(CCCC(=O)N1CCOCC1)C(=O)CO2	i
c1ccc(CC2CCOC3(CCN(Cc4ccncc4)CC3)C2)cc1 (stereo unspecified)	-17%
Cc1cccc(C(=O)Nc2ccc(C(=O)OCc3cc(=O)n4c(C)csc4n3)cc2)c1	21%
COc1ccc(OC)c(CCNC(=O)CCc2cn(Cc3cc(C)ccc3C)c3ccccc23)c1	-25%
CN(Cc1cccc(OC(F)(F)F)c1)Cc1ccccc1C(F)(F)F	15%
Cc1ccc(CNC(=O)CC2Sc3ncccc3N(C)C2=O)cc1 (stereo unspecified)	-19%
COc1ccc(Nc2cc(C(=O)NCCCN3CCN(c4ccc(OC)cc4)CC3)c3ccccc3n2)cc1	?
O=[S+]([O-])(c1ccccc1)N1CC2(CCCCN2Cc2cccnc2)Cc2ccccc21 (stereo unspecified)	8.9µM*
CC(C(=O)Nc1cccc(C#N)c1)n1nc(-c2ccccc2)c2c(c1=O)CCCC2 (stereo unspecified)	21%
Cc1ccc(C(=O)N(C)C2CCCc3ccccc32)cc1 (stereo unspecified)	i
COc1ccc(C2Cn3nnc(-c4noc(Cc5ccccc5C)n4)c3CO2)cc1 (stereo unspecified)	i
O=C(CC1CCCC1)N1CC(c2noc(COc3ccccc3)n2)C1	i
Cc1cn2nc(C(=O)N3CCC(C)CC3)cc2c(N(C)Cc2ccccc2)n1	11µM*
Cc1ccc(C(=O)N2CCC3(CC2)NC(=O)N(c2ccccc2Cl)N3)cc1	?
(more compounds)
SMILES	Pf Dd2 inh
CCCCc1nn2c(=O)cc(COC(=O)c3ccc(NC(=O)c4ccccc4Cl)cc3)nc2s1	13%
CCN(CCCNC(=O)Cn1ncc2c3ccccc3n(C)c2c1=O)Cc1ccccc1	-10%
CC(C)c1noc([C@@H]2C[C@H]3C(=O)NCCCCCCN(C(=O)CCc4ccccc4)[C@H]3C2)n1	?
COc1cc(Cl)c(C)cc1NC(=O)CCc1c(C)nc2c3cccnc3nn2c1C	-8%
Cc1noc(-c2ccn3c(CNC(=O)c4ccncc4)nnc3c2)n1	?
Cc1noc(-c2cccc(OC3CN(C(=O)CN4C(=O)CCC4=O)C3)c2)n1	?
O=C(NCCc1ccccn1)[C@@H]1C[C@@H](c2ccc(F)cc2)N(Cc2ccccc2)C1	?
O=C(CCC1CCN(C(=O)c2ccccc2F)CC1)Nc1ccc(N2CCOCC2)cc1	i

A section of the results above:
SMILES	Pf Dd2 inh
O=C(c1ccncc1)N1CCC(N2C(=O)C(OCC3CC3)C23CCOCC3)CC1 (stereo unspecified)	20%
Cc1nc2ccc(C(=O)N3CCCC(C)(Cc4ccc5c(c4)OCO5)C3)cc2o1 (stereo unspecified)	-11%
CN1CCC2(CC1)Cc1ccccc1CN(C(=O)c1cccc(Cl)c1)C2	?
CCCc1cc(C(=O)N(C)CCOc2ccccc2CC)n(C)n1	-25%
COc1ccc2nc3n(c2c1)[C@@H](CNCc1ccc(S(C)(=O)=O)cc1)COC3	-16%[44.1 µM]
CCN(CC)C(=O)c1sc2c(c1C)c(=O)n(Cc1ccccc1)c(=O)n2Cc1ccc(Cl)cc1	?
Cc1nc(NCCN2CCOC2=O)c2sccc2n1	10%
O=C(CCC1CCN(c2cc(NC3CC3)ncn2)CC1)NCc1ccccc1Cl	?
COCCn1c(CN2C(=O)CCc3ccccc32)nnc1C1CC(N)C1 (stereo unspecified)	-2%
CCOC(=O)c1cc(-c2ccccc2)n(-c2cccc(C(=O)Nc3cccc(C)c3)c2)c1C	11µM*
Cc1ccc(C(=O)N2CCCN(S(C)(=O)=O)C(c3ccccc3)CC(=O)NCC2)cn1 (stereo unspecified)	-9%
Cc1cccc(OC(C)C(=O)N2CCC(c3nc4ccccc4o3)CC2)c1C (stereo unspecified)	-2%
COc1ccc(C2CC(=O)Nc3c2c(C)nn3-c2nncc(-c3ccc(C)cc3)n2)c(OC)c1OC (stereo unspecified)	-27%
COc1ccc(CCC(=O)N2CCC[C@H]2c2nc(-c3ccc(OC)cc3)no2)cc1	?
O=C(CCc1nc2cccnc2n1Cc1cccs1)Nc1cccc(Cl)c1	11µM*

A portion of the library; rates above refer to the full screens.
